Compound activity: PubChem, National Center for Advancing Translational Sciences (NCATS)
Mito fusion act: qHTS Assay for Small Molecule Inhibitors of Mitochondrial Division or Activators of Mitochondrial Fusion | S. cerevisiae fusion-defective mutant growth rescue, CellTiterGlo 48 h | Potency, µM (titrated, usually from 46.1 µM), for inactives: at the highest dose growth rescue (activation), usual class: activators | 320,000 tested, 0.23% active | AID 485298, 2010;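 further: potency means the concentration at half of the fitted maximal effect; % of control where 0% means no effect; nearly all actives have a fitted effect of over 45% in size; temperature-sensitive fusion mutants such as fzo1-1 at 37 °C on non-fermentable ethanol glycerol medium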
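Luminescent cell viability in 1536-well qHTS format served as the measure of rescued growth in ts fusion-mutant S. cerevisiae cultured on non-fermentable YPEG for 48 hours at 37C.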
ELG1 DNA repair: qHTS screen for small molecules that inhibit ELG1-dependent DNA repair in human embryonic kidney (HEK293T) cells expressing luciferase-tagged ELG1. HEK293T ELG1-luciferase reporter, luminescence, 16 h; DNA damage induced by 5-fluorouridine. Potency, µM (titrated, usually from 46.1 µM), for inactives: top-dose activity change, negative = inhibition, most hits filed as inhibitors. 330,000 tested, 2.3% active; further: potency means the concentration at half of the fitted maximal effect; on the % scale 0 is the no-effect control and ±100 the full control effect; nearly all actives have a fitted effect of over 55% in size
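HEK293T cells expressing luciferase-tagged ELG1 (2,000/well) received 5-Fluorouridine plus compound or DMSO for 16 hr at 37 °C. Luciferase was read by ONE-Glo luminescence after 30 min at room temperature.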
Eya2 phos inh: qHTS Assay for Inhibitors of the Phosphatase Activity of Eya2; Potency, µM (doses to about 76.9 µM), for inactives: at the highest dose activity, negative = inhibition, hits mostly inhibitors; AID 488837, 2010; recombinant Eya2, OMFP fluorescence dephosphorylation (OMFP is methylfluorescein phosphate); Protein phosphatase EYA2 (Homo sapiens), O00167; 330,000 tested, 0.006% active; further: potency means the concentration at half of the fitted maximal effect; on the % scale 0 is the no-effect control and ±100 the full control effect
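Eya2 protein (added as 0.2 uM solution) was preincubated with compound for 10 min at ambient temperature in 50 mM HEPES pH 7.5, 50 mM NaCl, 5 uM MgCl2, 0.05% BSA, 1 mM DTT. OMFP (added at 50 uM) then reacted 10 min; fluorescence read at 485/525 nm.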
TSHR antag: Antagonists of the Thyroid Stimulating Hormone Receptor: HTS campaign. activity change, negative = inhibition, % at 11.5 µM. 330,000 tested, 0.2% active. AID 504810, 2011. Thyrotropin receptor (Homo sapiens), P16473. TSHR-expressing cells, TSH-stimulated cAMP HTRF, 2 h; stronger effect = lower value;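 active means activity change below a set negative limit, meaning inhibition stronger than a set level, cut at about -70% in these data; inconclusive means activity change between two set negative limits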; further: on the % scale 0 is the no-effect control and ±100 the full control effect
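Competitive HTRF cAMP read-out (cryptate anti-cAMP antibody, cAMP-d2; 30 min, room temperature) in freshly harvested TSHR cells. Compounds added before TSH at EC80 (4nM final), followed by 2 hours' incubation at 37 deg C.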
Chronic BCR inh: qHTS Assay to Find Inhibitors of Chronic Active B-Cell Receptor Signaling; ABC-DLBCL IkBa-CBG/CBR reporter, luminescence ratio, 4 h; Potency, µM (highest dose often 46.1 µM), for the others: at the highest dose ratio change, negative = lower green/red ratio, actives largely listed as inhibitors; 340,000 tested, 0.05% active; active means well fitted inhibition curve with a large enough effect in the signal ratio, with a control signal flat, not every such curve was filed as active; inconclusive means small, poorly fitted or top-dose-only effect, or effect the other way, or a change in a side signal; the % refers to the signal ratio;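 further: potency means the concentration at half of the fitted maximal effect; plate controls were basal doxycycline-induced cells for no effect and cells given 10 µM MG132 for full effect; MG132 reads +100%, hits lower the ratio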
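Cell line TMD8 (human ABC DLBCL), stably expressing tet-inducible CBG68-IkBa fusion and CBR; IMDM/0.5% FBS; cpd up to 46 uM; dox induction, 4 h, 37C/5% CO2; dual luminescence; green/red ratio; MG132 control.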
Tb PFK block: qHTS Assay to Find Inhibitors of T. brucei phosphofructokinase | ATP-dependent 6-phosphofructokinase (Trypanosoma brucei brucei), O15648 | T. brucei PFK, ADP-Glo luminescence | Potency, µM (top dose mostly 57.5 µM), for the others: at the top dose activity, negative = inhibition, usual class: inhibitors | 330,000 tested, 0.17% active;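 further: potency means the concentration at half of the fitted maximal effect; 0% = uninhibited 1x PFK enzyme wells and -100% = no-enzyme wells; nearly all actives have a fitted effect of over 60% in size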
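Compounds were pin-transferred as a titration series up to 57 uM into substrate buffer (0.5 mM F6P, 0.1 mM ATP, pH 8.0), then 1.25 nM PFK was added and reactions ran 45 min before ADP-Glo detection.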
B2AR arrestin: qHTS assay of beta-arrestin-biased ligands of beta2-adrenergic receptor | Beta-2 adrenergic receptor (Homo sapiens), P07550 | beta-arrestin recruitment to beta2AR, cell-based reporter | Potency, µM (top dose mostly 46.1 µM), for the others: at the highest dose activation, usual class: activators | 330,000 tested, 0.02% active | AID 492947, 2010;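 further: potency means the concentration at half of the fitted maximal effect; 0% = DMSO controls and full agonism = EC100 isoproterenol or metaproterenol; nearly all actives have a fitted effect of over 65% in size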
Target sequence (P07550 whole entry, looked up): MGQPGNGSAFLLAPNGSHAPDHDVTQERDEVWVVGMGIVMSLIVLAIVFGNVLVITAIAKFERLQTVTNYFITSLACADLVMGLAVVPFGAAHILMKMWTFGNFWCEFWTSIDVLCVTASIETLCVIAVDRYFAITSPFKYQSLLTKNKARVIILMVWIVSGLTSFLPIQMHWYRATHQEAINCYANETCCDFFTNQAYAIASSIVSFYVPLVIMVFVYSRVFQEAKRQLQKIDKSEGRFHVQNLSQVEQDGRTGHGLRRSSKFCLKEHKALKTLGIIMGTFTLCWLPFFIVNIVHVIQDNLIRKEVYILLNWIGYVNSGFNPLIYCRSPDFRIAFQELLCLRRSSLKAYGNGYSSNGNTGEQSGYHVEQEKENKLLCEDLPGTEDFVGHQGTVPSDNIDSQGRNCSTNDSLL
USP2a block: qHTS Assay for Inhibitors of Ubiquitin-specific Protease USP2a Using CHOP2 as the Reporter. Potency, µM (highest dose often 38.3 µM), inactives show top-dose activity change, negative = inhibition, usual class: inhibitors. USP2 core, Ub-CHOP2 coupled fluorogenic reporter, 485/531. 330,000 tested, 0.01% active. Ubiquitin carboxyl-terminal hydrolase 2 (Homo sapiens), O75604. AID 463254, 2010;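 further: potency means the concentration at half of the fitted maximal effect; plate controls were DMSO wells for no effect and full inhibition by NEM control for full effect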
Target sequence (O75604 whole entry, looked up): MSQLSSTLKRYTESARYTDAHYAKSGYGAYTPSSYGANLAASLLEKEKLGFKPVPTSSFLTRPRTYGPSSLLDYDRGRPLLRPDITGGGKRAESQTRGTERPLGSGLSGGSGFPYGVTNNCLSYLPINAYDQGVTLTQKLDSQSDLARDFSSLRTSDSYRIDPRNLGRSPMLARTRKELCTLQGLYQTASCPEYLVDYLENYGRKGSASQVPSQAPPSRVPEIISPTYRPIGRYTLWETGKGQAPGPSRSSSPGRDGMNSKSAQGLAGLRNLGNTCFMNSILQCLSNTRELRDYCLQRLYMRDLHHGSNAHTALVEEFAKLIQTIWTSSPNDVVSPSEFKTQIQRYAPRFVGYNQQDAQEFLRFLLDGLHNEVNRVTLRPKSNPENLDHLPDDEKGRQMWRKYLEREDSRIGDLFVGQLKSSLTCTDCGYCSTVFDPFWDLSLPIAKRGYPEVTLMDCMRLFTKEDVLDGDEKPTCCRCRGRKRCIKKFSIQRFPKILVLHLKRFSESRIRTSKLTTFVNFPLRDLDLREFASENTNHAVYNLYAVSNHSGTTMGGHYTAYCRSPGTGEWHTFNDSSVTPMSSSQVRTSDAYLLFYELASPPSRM
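Deubiquitinase activity read as fluorescence (485/531 nm) after Ub-CHOP2 cleavage activates the enterokinase reporter on its substrate; USP2 core 10nM, Ub-CHOP2 and substrate 25nM each, 30min compound preincubation then 60min RT; data normalized to NEM, curves fitted.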
uPA surface inh: qHTS for Inhibitors of Cell Surface uPA Generation; cell surface uPA generation assay, qHTS; Potency, µM (top dose mostly 38.3 µM), inactives show top-dose activity change, negative = inhibition, most hits filed as inhibitors; 330,000 tested, 0.31% active; AID 540303, 2011; active means well fitted inhibition curve with a large enough effect; inconclusive means small, poorly fitted or top-dose-only effect; inactive means no such curve, though single readings can be large or run the other way; tested in mouse RAW 264.7 cells; further: potency means the concentration at half of the fitted maximal effect; on the % scale 0 is the no-effect control and ±100 the full control effect; nearly all actives have a fitted effect of over 55% in size
PTAP TSG101 blk: qHTS Assay for Iinhibitors of HIV-1 Budding by Blocking the Interaction of PTAP/TSG101. Fluorescence polarization, FITC-PTAP peptide / Tsg101 binding. Tumor susceptibility gene 101 protein (Homo sapiens), Q99816. Potency, µM (titrated, usually from 115 µM), for inactives: at the top dose activity change, negative = inhibition, usual class: inhibitors. 340,000 tested, under 10 active; active means well fitted inhibition curve with a large enough effect in the main read-out, with a control signal flat, not every such curve was filed as active; inconclusive means small, poorly fitted or top-dose-only effect, or effect the other way, or a change in a side signal; inactive means no such curve, though single readings can be large or run the other way; further: potency means the concentration at half of the fitted maximal effect; % of control where 0% means no effect
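FP read-out: FITC-PTAP peptide, 50 nM final, binding Tsg101 binding domain, 10 uM final; 20 min, r.t.; 10 mM HEPES pH 7.5, 0.15 M NaCl, 0.01% Tween 20, 3 mM EDTA, 0.1 mM TCEP.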
TCR activator: Activators of T cell receptors: qHTS campaign. Potency, µM (top dose mostly 9.22 µM), for inactives: at the top dose activation of IL-2 secretion, most hits filed as activators. 330,000 tested, under 10 active. AID 504894, 2011. primary human leukocytes, anti-CD3, IL-2 HTRF, 48 h; further: % of control where 0% means no effect
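48 hr co-incubation of compounds, a-CD3 beads and primary human leukocytes; IL-2 quantified homogeneously by HTRF with anti-IL-2 K and d2 conjugates.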
Active calls of the source: *; ? = inconclusive; . = not tested or not shown; [ ] = another dose, or the depositor's remark. Unless noted, the call rests on the fitted dose curve; in most records, active means well fitted curve in the direction sought with a large enough effect; inconclusive means small, poorly fitted or top-dose-only effect, or another doubt; inactive means no such curve, though single readings can be large; an effect the other way counts as inactive or inconclusive. This is a random part of the collection; 3% or so of the library scored in one or more.

SMILES	Mito fusion act	ELG1 DNA repair	Eya2 phos inh	TSHR antag	Chronic BCR inh	Tb PFK block	B2AR arrestin	USP2a block	uPA surface inh	PTAP TSG101 blk	TCR activator
COc1ccc(-c2ccc(/C=C(\NC(=O)c3ccccc3)C(=O)N3CCOCC3)o2)cc1	0%	?	3%	17	?	0%	0.2%	0%	-6%	0%	-1%
Cc1oc2c(c(C)cc3oc(=O)c(CC(=O)N[C@@H](CC(C)C)C(=O)O)c(C)c32)c1C	10%	-3%	-4%	-13	?	-15%	-1.1%	1%	0%	-4%	-2%
O=C(CSc1nc(-c2ccccc2)cc(=O)[nH]1)NCc1ccc2c(c1)OCO2	-3%	-1%	2%	-8	0%	-14%	-1.5%	1%	-1%	0%	1%
COCCN(C(C)=O)c1nnc(-c2cnccn2)s1	0%	23%	13%	20	8%	-3%	-0.2%	1%	0%	-1%	-5%
Cc1[nH]n(-c2ccccc2)c(=O)c1N=Nc1ccc(C#N)cc1	-6%	?	-9%	15	1%	1%	-0.4%	1%	8%	0%	1%
Cc1cc(C(=O)CN2CC(C)OC(C)C2)c(C)n1-c1ccccc1 (configuration not stated)	-3%	?	16%	-3	-8%	2%	-0.3%	4%	-13%	1%	-3%
CCOC(=O)CSC1=C(C#N)C(=O)NC(c2ccc(OC)c(OC)c2)S1 (configuration not stated)	-3%	2%	-1%	9	-17%	?	0.5%	1%	-5%	-6%	2%
CC(=O)Nc1ccc(S(=O)(=O)N2CCN(C(=O)N3CCOCC3)CC2)cc1	1%	7%	-14%	5	?	4%	-0.3%	4%	5%	4%	-4%
O=C1CC(c2c[nH]c3ccccc23)C(=O)N1c1ccccc1 (configuration not stated)	5%	?	2%	-1	.	-3%	0.2%	4%	3%	-1%	-6%[46.1 µM]
CCCN1C(=O)c2cc(C(=O)Nc3ccc(OC)cc3OC)ccc2C1Nc1ccc(OC)cc1OC (configuration not stated)	15%	?	-17%	-19	?	15%	-0.1%	-1%	-4%	1%	2%
CCCCn1ccnc1C(=O)c1cc(S(=O)(=O)N2CCOCC2)ccc1C	-4%	6.5µM*	-2%	-6	21%	-6%	-0.2%	2%	.	0%	.
Cc1ccn2cc(CCNC(=O)C3CCCCC3)nc2c1	1%	23%	7%	16	9%	3%	-0.2%	-1%	3%	-3%	2%
O=C(Cc1cccc(NC(=O)C2CCN(C(=O)C3CCC3)CC2)c1)Nc1cccc(C(=O)N2CCCC2)c1	-5%	5%	-18%	-5	-6%	1%	0.0%	0%	19%	.	0%
CC(C)(C)c1ccc(C(=O)NNC(=O)Cc2ccccc2)cc1	2%	?	-26%	15	2%	0%	0.2%	2%	-16%	-4%	2%
COc1ccc(OC)c(C(=O)N2CCC(n3nccc3NC(=O)CC(C)C)CC2)c1	-2%	?	-2%	9	?	-7%	0.0%	0%	?	1%	0%
COc1ccc(NC(=O)c2ccc(C)cc2)cc1	2%	?	5%	-1	-4%	1%	0.3%	0%	10µM*	-4%	.
CCC12CN3CCN(CC(C3)/C1=N\NC(=O)Nc1ccccc1)C2	-6%	11%	3%	3	5%	0%	-0.2%	4%	-7%	1%	2%[46.1 µM]
Cc1ccc(OCc2nc3ccccc3n2C)cc1	-11%	?	-5%	4	-14%	-3%	-0.6%	1%	?	1%	9%
O=C(COc1ccccc1Cl)NC(=S)Nc1ccc(CN2CCOCC2)cc1	3%	-14%	-6%	-3	3%	-6%	-0.6%	0%	3%	-2%	1%[46.1 µM]
Cc1cc(C)c(C#N)c(SCC(O)COc2ccc(Br)cc2)n1 (configuration not stated)	14%	?	-11%	-8	?	-4%	0.2%	1%	2%	-3%	4%
C[C@@H]1NC(=O)OC1c1ccco1 (some centres not stated)	-6%	21%	0%	8	3%	0%	0.1%	1%	8%	-2%	8%
COc1cc(/C=N/NC(=O)Cn2nc([N+](=O)[O-])cc2C)cc(Br)c1OCc1ccccc1	1%	?	17%	-8	6%	1%	0.4%	4%	8%	1%	-1%
O=C(CNC1CCCCCC1)Nc1ccc(S(=O)(=O)NC2CC2)cc1	0%	-5%	5%	-1	8%	-7%	-0.1%	0%	-2%	-11%	4%
Cc1ccc(-c2nc(CN3CCCC(C(=O)N4CCOCC4)C3)c(C)o2)cc1 (configuration not stated)	2%	1%	8%	-2	0%	-8%	0.0%	0%	-3%	-8%	-12%
CC1(C)CC(=O)C/C(=N/Nc2nc3ccccc3s2)C1	7%	?	-6%	-5	-1%	6%	0.0%	1%	-16%	0%	-1%

The list goes on.
SMILES	Mito fusion act	ELG1 DNA repair	Eya2 phos inh	TSHR antag	Chronic BCR inh	Tb PFK block	B2AR arrestin	USP2a block	uPA surface inh	PTAP TSG101 blk	TCR activator
Cc1cccc(Nc2nnc(SCC(=O)NCc3cccs3)s2)c1	-7%	19%	11%	5	?	-1%	0.4%	-1%	-20%	-3%	0%
CCOc1ccc(Oc2cc(NC(=O)c3ccco3)cc([N+](=O)[O-])c2)cc1	-9%	?	?	16	-5%	-3%	-0.2%	-2%	-8%	0%	-3%
Cc1ccc(S(=O)(=O)N2CCN(C(=O)C3CC(=O)N(c4ccc5c(c4)OCCO5)C3)CC2)cc1 (configuration not stated)	1%	-10%	-19%	17	?	10%	0.2%	-1%	-5%	-5%	-30%
C[C@@H]1COC(=O)[C@@H](CC(=O)OC(C)(C)C)C/C=C\C[C@H](CC(=O)N(CCO)Cc2ccccc2)C(=O)N1	.	17%	-6%	5	1%	3%	-0.1%	1%	5%	-3%	1%
CC1(C)OC(=O)N2CCc3ccccc3C21C (configuration not stated)	0%	10%	4%	-8	-2%	7%	-0.7%	1%	2%	-5%	5%[46.1 µM]
CC(=O)c1cccc(CN2CCN(Cc3ccc(C)cc3)C(CCO)C2)c1 (configuration not stated)	0%	9%	8%	-5	1%	-1%	-1.0%	1%	-1%	0%	-1%
CCOC(=O)C1C(C(C)=O)=C(c2ccccc2)c2ccccc2N1S(=O)(=O)C(F)(F)F (configuration not stated)	.	-10%	-9%	-5	0%	9%	0.3%	0%	9%	-4%	-5%[46.1 µM]
CCN(CC)C(=O)C(=O)c1cccn1-c1cccc(Cl)c1C#N	5%	2%	23%	6	6%	1%	0.2%	-1%	0%	-9%	4%
Cc1cnc(NC(=O)c2ccc(F)c(S(=O)(=O)N3CCOCC3)c2)s1	-1%	?	8%	-7	?	0%	-0.4%	2%	0%	-4%	11%
CCN(CC)CCNC(=O)Cn1c(=O)c2cccn2c2ccc(F)cc21	-1%	1%	-21%	12	9%	-1%	0.6%	2%	-3%	-5%	-1%
CC1CCc2c(sc3ncn(CC(=O)N=Nc4c(O)[nH]c5ccccc45)c(=O)c23)C1 (configuration not stated)	-2%	3%	-17%	-3	-1%	-2%	-0.2%	1%	-4%	-8%	2%
CC(=O)COc1cc(C)cc2oc(=O)c(C)c(C)c12	3%	23%	3%	17	0%	3%	-0.5%	0%	-4%	-9%	4%
CC(=O)c1cccc(NC(=O)CSCc2ccc(Br)cc2)c1	7%	1%	1%	7	1%	2%	-0.9%	0%	-25%	-2%	3%[46.1 µM]
Cc1nc(NC(=O)c2ccccc2)sc1-c1csc(Nc2ccc(Cl)cc2Cl)n1	-2%	?	6%	-7	-24%	-4%	-0.1%	2%	.	.	.
O=C(CNC(=O)c1ccco1)NCC(=O)OCc1cccc(Cl)c1	-1%	-1%	4%	-9	?	-2%	4.0%	3%	2%	-1%	.
CCN1CCC(NC(=O)Nc2cc(Cl)ccc2OC)CC1	-3%	0%	4%	26	-18%	-2%	0.2%	0%	-3%	-2%	-1%
Cc1ccc(NC(=O)CN(C)C(=O)c2cc(-c3ccccc3)nn2-c2ccccc2)cc1	?	-1%	-17%	19	-2%	0%	-0.4%	4%	1%	0%	-7%
